BaF3 tox – counter-screen for JAK2V617F inhibitors: parental Ba/F3 viability inhibitors | CellTiter-Glo ATP luminescence | inhibition, % at 5.6 µM | 1.1% of 220,000 active | AID 1486;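 active means inhibition above a per-campaign cutoff, the mean inhibition of all tested compounds plus 3 SD, cut at about 27% in these data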;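 further: 0% = DMSO wells and 100% = JAK Inhibitor I control wells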
PERK inh – human PERK inhibition, primary cell-based screen; CHO PERK-DD fusion, SEAP luminescence translation reporter; inhibition, % at 5.6 µM; 0.17% of 220,000 active; AID 1416;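 active means inhibition above the mean inhibition of all tested compounds plus 3 SD, set separately per screening campaign, cut at about 2.9% in these data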;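 further: PERK kinase domain activated by AP20187 dimerizer at 100 nM; 0% = DMSO with dimerizer and 100% = rapamycin at 8.4 µM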
Ba/F3 V617F tox – reduce viability of Ba/F3 cells dependent on JAK2V617F | Ba/F3 EpoR-JAK2V617F viability, ATP luminescence | inhibition, % at 5.6 µM | 1.1% of 220,000 active | AID 1446;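 active means inhibition above the campaign mean plus 3 SD over all tested compounds, cut at about 24% in these data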;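 further: cytokine-independent growth of Ba/F3 cells driven by EpoR plus mutant JAK2; 0% = DMSO-treated cells and 100% = JAK inhibitor I control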
TRPML3 agonist – human mucolipin-3 channel agonism | 0.29% of 220,000 active | Q8TDD5 | AID 1448 | HEK293 TRPML3-YFP, Fluo-8 calcium fluorescence; 100% = the carbachol control signal | activation, % at 3 µM;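 active means activation above its plate's cutoff, the mean activation of the plate's test wells plus 3 SD, cut at about 12% in these data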;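 further: 0% = DMSO only wells and 100% = carbachol wells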
Target sequence (Q8TDD5 whole entry, looked up): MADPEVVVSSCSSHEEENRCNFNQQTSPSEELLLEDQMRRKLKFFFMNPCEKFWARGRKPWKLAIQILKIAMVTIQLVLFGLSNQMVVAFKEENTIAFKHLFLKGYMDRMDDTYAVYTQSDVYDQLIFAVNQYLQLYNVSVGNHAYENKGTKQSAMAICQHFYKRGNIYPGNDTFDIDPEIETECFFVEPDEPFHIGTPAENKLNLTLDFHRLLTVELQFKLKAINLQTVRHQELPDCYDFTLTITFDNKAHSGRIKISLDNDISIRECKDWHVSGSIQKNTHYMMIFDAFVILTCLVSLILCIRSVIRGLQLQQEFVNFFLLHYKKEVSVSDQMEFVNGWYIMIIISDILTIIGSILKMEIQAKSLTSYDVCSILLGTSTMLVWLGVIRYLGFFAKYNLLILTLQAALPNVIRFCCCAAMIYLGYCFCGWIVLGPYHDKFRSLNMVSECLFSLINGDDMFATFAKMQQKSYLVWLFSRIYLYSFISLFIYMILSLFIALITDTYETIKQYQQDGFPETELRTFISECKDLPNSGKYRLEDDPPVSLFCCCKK
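Test system: TRPML3-YFP stable HEK293 cells. Doses: single point at 3 µM. Incubation: dye loading 1 h 37 °C then 30 min ambient, 125 s read. Signal: Fluo-8 calcium dye fluorescence, ex 470-495, em 515-575 nm. Measure: percent activation from peak-to-basal fluorescence ratio, scaled between DMSO and carbachol.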
S1P4 antag – human S1P4 receptor antagonism; S1P4-expressing cells, antagonist mode, reporter read-out; 0.26% of 220,000 active; O95977; inhibition, % at 4.98 µM; AID 1510; in the data active means inhibition above about 29%;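 further: 0% = wells stimulated with agonist and 100% = vehicle wells without agonist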
Target sequence (O95977 whole entry, looked up): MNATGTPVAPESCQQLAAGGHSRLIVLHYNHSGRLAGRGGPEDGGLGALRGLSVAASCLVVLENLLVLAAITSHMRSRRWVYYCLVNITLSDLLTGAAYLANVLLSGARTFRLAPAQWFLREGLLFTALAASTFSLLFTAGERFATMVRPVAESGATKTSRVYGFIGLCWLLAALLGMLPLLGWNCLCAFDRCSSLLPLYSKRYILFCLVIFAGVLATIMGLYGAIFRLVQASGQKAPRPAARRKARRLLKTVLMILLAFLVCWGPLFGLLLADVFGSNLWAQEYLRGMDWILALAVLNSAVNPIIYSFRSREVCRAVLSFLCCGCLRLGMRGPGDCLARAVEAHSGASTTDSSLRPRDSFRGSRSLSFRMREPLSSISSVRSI
S1P4 agonist – activates the human S1P4 receptor; S1P4-expressing cell line, agonist reporter assay; activation, % at 4.98 µM; 0.35% of 220,000 active; AID 1509; in the data active means activation above about 11%;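 further: 0% = DMSO vehicle and 100% = reference agonist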
EP2 modulator – EP2 receptor (human) modulation | P43116 | EP2-expressing cells, cAMP HTRF FRET, PGE2 co-stimulation | induction, % at 25 µM | 0.83% of 260,000 active | AID 940;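 active means compounds whose cAMP rise, as percent of the full-agonist control response, exceeds 60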;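 further: rat C6 glioma line stably carrying human EP2 under a CMV promoter; the protocol text gives 20 µM as final concentration; 100% = response of wells given 1 µM PGE2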
m-calpain inh – blocks pig calpain II enzyme activity | inhibition, % at 16 µM | AID 1236 | purified calpain II, fluorogenic peptide substrate, 30 min | 0.37% of 220,000 active;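 active means inhibition above about 50%, limit read from the data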
zfTRPN1 agonist – agonists of zebrafish TRPN1 channel; activation, % at 3 µM; 0.18% of 220,000 active; HEK293 zebrafish TRPN1-YFP, Fluo-8 calcium fluorescence; 100% = response to 87 µM carbachol;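 active means activation above its plate's cutoff, the mean activation of test wells on that plate plus 3 SD, cut at about 19% in these data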;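 further: 0% = DMSO alone and 100% = 87 µM carbachol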
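Control set: carbachol 87 µM as high control, DMSO as low control; system: HEK293 stable line with zebrafish TRPN1-YFP; read-out: % activation versus carbachol response; detection: intracellular calcium fluorescence with Fluo-8; doses: single test compound dose, 3 µM nominal, 0.3% DMSO; schedule: dye 1 h 37 °C plus 30 min RT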
* = called active by the depositor; x = not tested or not shown; & = joins results of further samples.

SMILES | BaF3 tox | PERK inh | Ba/F3 V617F tox | TRPML3 agonist | S1P4 antag | S1P4 agonist | EP2 modulator | m-calpain inh | zfTRPN1 agonist
CC(C)CNC(=O)/C=C/c1cccs1 | 6 | 1.0 | 1 | 0.2 | -4 | 2.6 | -9 | 18 | -0.5
O=C1SCCC1NC(=O)C(c1ccccc1)c1ccccc1 (configuration not stated) | 2 | -0.3 | 4 | 0.1 | 13 | -1.4 | 15 | 11 | 0.4
Cc1ccc(NC(=O)Nc2ccc(C(=O)N3CCOCC3)cc2)cc1 | 3 | 1.0 | -5 | 0.4 | -6 | 1.8 | -1 | -1 | 2.9
CC1=Nn2c(nnc2-c2n[nH]c3c2CCC3)SC1 | 1 | 1.3 | -3 | -0.2 | 5 | 1.6 | 17 | -26 | -0.1
O=C(Nc1ccccc1)Nc1ccno1 | 1 | 1.3 | -7 | 0.3 | -11 | 6.1 | -7 | 0 | 1.1
COC(=O)c1ccc(S(=O)(=O)N2CCC(c3nc4ccccc4o3)CC2)cc1 | 4 | 0.7 | -3 | -0.3 | 7 | -1.3 | -8 | 31 | -0.5
CCN(CC)c1ccc(NC(=O)COC(=O)c2ccc3ccccc3n2)cc1 | 4 | 0.7 | -1 | 0.4 | -33 | -1.9 | -13 | 5 | 0.8
Cc1ccc(S(=O)(=O)N2CCN(C(C(=O)Nc3ccc(F)cc3)c3ccccc3)CC2)cc1 (configuration not stated) | 8 | -0.3 | 14 | 0.4 | -1 | -2.7 | 36 | -18 | -0.7
COc1ccc(S(=O)(=O)N2CCC(C(=O)NCC3CCCO3)CC2)cc1 (configuration not stated) | 5 | -0.4 | 1 | 0.0 | -4 | 3.2 | 23 | -19 | 1.0
C[C@@H]1NC(=O)[C@H](CCCN=C(N)N)NC(=O)c2cc([N+](=O)[O-])cc(I)c2NCCC[C@@H](C(N)=O)NC1=O | 6 | -0.7 | 4 | 1.5 | -12 | 2.1 | -9 | 16 | 0.5
CN(C(=O)c1ccc2c(Cl)c3c(nc2c1)CCC3)c1ccccc1 | 8 | -1.5 | 5 | -0.3 | 3 | -1.6 | 7 | 29 | 0.3
CC(=O)c1ccc(NC(=O)CN2CCC(NC(=O)C3CCCCC3)CC2)cc1 | 5 | -0.4 | 0 | 0.8 | -7 | 0.3 | -18&24 | -41 | 0.9
CCCCCCCC(=O)NN1CCOCC1 | 1 | 1.8 | 0 | 0.0 | -10 | 1.5 | 11 | -26 | 0.7
CC1CC1C(=O)Nc1nc(-c2ccc(Cl)s2)cs1 (configuration not stated) | 7 | 0.1 | -2 | -0.1 | -17 | 0.5 | -73 | 1 | -1.8
CCOc1ccc(Cl)cc1/C=N/NC(=O)CNC(=O)c1ccccc1 | 4 | -0.4 | 1 | 0.6 | -8 | -2.7 | -6 | -25 | 1.1
COc1cccc(/C=c2\s/c(=C\C(=O)C(C)(C)C)[nH]c2=O)c1 | 3 | -0.4 | -3 | 0.5 | -13 | 1.3 | -52 | -5 | -0.6
CCOC(=O)c1c(CC(C)C)csc1NC=O | 0 | 0.5 | -2 | -1.6 | -13 | 0.8 | 60 | -23 | 1.0
COC(=O)c1ccc(NC(=O)Nc2ccc(C)cc2)cc1 | 2 | 0.7 | -1 | 1.3 | 8 | 1.6 | -21 | 4 | 9.2
O=C1N/C(=C/c2cccs2)C(=O)N1Cc1ccc(Br)cc1 | 6 | 0.3 | 8 | -1.2 | -7 | -0.4 | -22 | 15 | -0.6
CCOc1ccc2nc(SCC(=O)Nc3ccc(S(=O)(=O)N4CCCC4)cc3)c(C)cc2c1 | -4 | -0.2 | 4 | -0.1 | -9 | 0.7 | 15 | 26 | -0.1
CCOC(=O)CSc1nc(C)c2cc(C)c(C)cc2n1 | 4 | 0.8 | 0 | 0.0 | -12 | 1.7 | 20 | -17 | -2.6
CCCC(=O)Nc1ccc(-c2ccc(NC(=O)CCC)cc2)cc1 | 6 | 0.0 | -1 | 1.4 | -14 | 1.8 | 12 | -11 | -0.7
CCCC(=O)Nc1ccc(Nc2ccccc2)cc1 | 0 | 0.0 | 1 | 0.1 | -3 | 0.6 | -39 | 21 | 1.3
CC(=O)c1cccc(NC(=O)C2CCN(S(=O)(=O)c3c(C)n[nH]c3C)CC2)c1 | 3 | 0.9 | 0 | 0.4 | -1 | 0.9 | 17 | 27 | 0.7
CN1CCc2c(c3ccccc3n2C)C1 | 5 | 0.4 | 2 | -0.1 | -6 | -2.2 | 4 | -3 | 1.4

The results go on.
SMILES | BaF3 tox | PERK inh | Ba/F3 V617F tox | TRPML3 agonist | S1P4 antag | S1P4 agonist | EP2 modulator | m-calpain inh | zfTRPN1 agonist
OC(COc1c(Br)cc(Br)cc1Br)CN1CCOCC1 (configuration not stated) | 4 | -1.7 | 4 | -0.8 | -6 | 0.9 | -15 | 27 | -0.1
O=C(O)CSc1nnc(-c2cccc(S(=O)(=O)N3CCCCC3)c2)o1 | 7 | 1.1 | 4 | 0.3 | -12 | 1.6 | -2 | -20 | 0.1
O=C(c1cccc(C(=O)N2CCN(c3ccc(F)cc3)CC2)c1)N1CCN(c2ccc(F)cc2)CC1 | 1 | -1.0 | -1 | 3.6 | -19 | 1.6 | -35 | -14 | 5.9
FC(F)(F)c1cccc(NC(=S)NCc2ccc(Cl)cc2)c1 | 8 | -0.4 | 5 | 11 | 1 | -1.0 | -38 | 37 | 14
CN(C)c1nc(N(C)C)nc(N(C#N)CN2C(=O)c3ccccc3S2(=O)=O)n1 | 3 | 0.6 | -3 | 1.1 | -14 | 2.8 | 13 | -19 | -0.2
COc1cccc(N2CCN(C(=O)Nc3ccccc3Cl)CC2)c1 | 3 | 1.0 | -2 | 0.7 | -11 | 2.6 | 20 | 4 | 3.4
COc1cccc(-c2cc(C(=O)N3CCN(C(c4ccccc4)c4ccccc4)CC3)no2)c1 | 2 | 0.1 | -4 | 0.2 | -9 | -1.0 | 37 | -8 | 1.0
COC(=O)Cc1cc(=O)[nH]c(/N=C(/NC(=O)c2ccccc2)Nc2ccccc2C)n1 | 1 | 0.6 | 0 | 1.0 | -9 | 0.0 | x | x | -0.1
COC(=O)c1ccc(NC(=S)Nc2ccc(O)cc2)cc1 | 3 | 0.0 | 6 | 0.3 | 20 | -2.5 | -48 | 13 | -0.4
C/C(Nc1ccccc1C(F)(F)F)=C1/CCOC1=O | 2 | 0.1 | 2 | 0.7 | -13 | 2.0 | 26 | -4 | 0.1
Cc1ccccc1-c1nnc(SCc2ccc(F)cc2)o1 | 1 | 1.7 | -3 | -0.1 | -8 | 0.5 | 54 | -17 | -0.5
Cc1cc2ccccc2n2c(SCC(=O)NCc3cccs3)nnc12 | 3 | -0.7 | -1 | 0.0 | -2 | 0.7 | -14&-13 | 39 | -0.6
Cc1ccc(NC(=S)NNC(=O)c2nn(C)c(C)c2Cl)cc1 | 2 | 0.9 | -5 | 0.1 | -22 | 1.2 | 5 | 1 | 0.3
CCCC12CN3CCN(CC(C3)/C1=N\NC(=O)c1ccc(C(C)(C)C)cc1)C2 | 7 | 0.9 | -4 | 1.1 | -4 | -0.8 | 6 | 4 | 1.4
C[N+](C)(C)CC/C=C1/c2ccccc2CSc2ccccc21 | 8 | 1.0 | 4 | 0.1 | 10 | -1.6 | 29 | -8 | -0.1
CCOC(=O)c1ccc(N2CN(CC)CNC2=S)cc1 | 7 | 0.8 | 0 | 0.8 | -17 | -0.8 | 11 | -6 | -0.2
Cc1nonc1OCCNCc1c(C(=O)N2CCCCCCC2)nc2ccc(Cl)cn12 | 4 | 0.6 | 0 | -0.2 | 1 | -1.4 | 12 | -28 | -2.1
CCn1nc(C)c(/C=N/NC(=O)c2ccc3c(c2)c(C)c(C)n3Cc2ccccc2)c1C | 5 | -1.7 | 0 | 0.3 | 13 | 0.9 | -7 | -107 | -0.2
COCCCNc1nc2nonc2nc1N1C[C@H]2CC[C@H]1C2 | 4 | 0.5 | 0 | 0.7 | -5 | 0.6 | -20 | 14 | 2.1
CCOc1ccccc1OCc1nn2c(-c3ccc(C)cc3)nnc2s1 | -1 | 0.1 | -2 | -0.5 | -9 | 0.5 | 0 | 5 | -0.4
COCc1nnc(NC(=O)CCCOc2ccccc2OC)s1 | 2 | 1.4 | -4 | -1.2 | 2 | -0.7 | -14&0 | 11 | -1.1
Cc1ccsc1/C=N/NC(=O)CN1CCN(Cc2ccccc2)CC1 | 1 | 1.0 | -8 | -0.1 | -1 | 0.0 | -9 | -8 | -1.2
O=C(NCc1cccnc1)c1nn2cccnc2c1Cl | 0 | 1.8 | 1 | 0.8 | 4 | -0.4 | 14 | -20 | 0.2
CCOC(=O)N1CCN(C(=O)COc2ccc(Cl)cc2)CC1 | -3 | 0.7 | -1 | 0.4 | -4 | 2.9 | -27 | -9 | 0.1
c1ccc2c(c1)nc(N1CCOCC1)c1ccccc12 | 6 | 0.3 | -1 | -0.2 | -18 | 2.4 | 21 | -38 | -0.3
Cc1ccc(/C=C/C(=O)O)cc1S(=O)(=O)Nc1ccc2c(c1)OCO2 | 5 | 0.7 | 0 | 1.8 | -1 | -0.7 | 19 | -43 | 0.1
O=C(CSCc1ccccc1)Nc1cccc(C(=O)Nc2ccc(C(=O)O)cc2)c1 | 1 | 1.4 | 0 | 0.5 | 5 | -2.1 | 14 | 0 | 0.4
CCOC(=O)Cn1c2c(c(-c3ccccc3OC)cc1=O)CCCC2 | 1 | 0.6 | -1 | -1.0 | 7 | 2.8 | 37 | -10 | -1.9
Cn1c(SCC(=O)N2CCCC2=O)nnc1-c1ccccc1F | 3 | -0.4 | 1 | 1.1 | -19 | 2.6 | 11 | -9 | -0.4
CN(Cc1ccccc1)C(=O)c1cnc2n(c1=O)CCS2 | -1 | 1.2 | -2 | 0.1 | -10 | -0.2 | 17 | -15 | 0.8

Some values from the list:
Under PERK inh, Cc1cc2ccccc2n2c(SCC(=O)NCc3cccs3)nnc12 has -0.7
Under zfTRPN1 agonist, C/C(Nc1ccccc1C(F)(F)F)=C1/CCOC1=O has 0.1
Under zfTRPN1 agonist, c1ccc2c(c1)nc(N1CCOCC1)c1ccccc12 has -0.3
Under zfTRPN1 agonist, COc1cccc(-c2cc(C(=O)N3CCN(C(c4ccccc4)c4ccccc4)CC3)no2)c1 has 1.0

An excerpt of these results, as labelled records.
Cc1nonc1OCCNCc1c(C(=O)N2CCCCCCC2)nc2ccc(Cl)cn12
  BaF3 tox: 4; PERK inh: 0.6; Ba/F3 V617F tox: 0; TRPML3 agonist: -0.2; S1P4 antag: 1; S1P4 agonist: -1.4; EP2 modulator: 12; m-calpain inh: -28; zfTRPN1 agonist: -2.1

CCn1nc(C)c(/C=N/NC(=O)c2ccc3c(c2)c(C)c(C)n3Cc2ccccc2)c1C
  BaF3 tox: 5; PERK inh: -1.7; Ba/F3 V617F tox: 0; TRPML3 agonist: 0.3; S1P4 antag: 13; S1P4 agonist: 0.9; EP2 modulator: -7; m-calpain inh: -107; zfTRPN1 agonist: -0.2

COCCCNc1nc2nonc2nc1N1C[C@H]2CC[C@H]1C2
  BaF3 tox: 4; PERK inh: 0.5; Ba/F3 V617F tox: 0; TRPML3 agonist: 0.7; S1P4 antag: -5; S1P4 agonist: 0.6; EP2 modulator: -20; m-calpain inh: 14; zfTRPN1 agonist: 2.1

CCOc1ccccc1OCc1nn2c(-c3ccc(C)cc3)nnc2s1
  BaF3 tox: -1; PERK inh: 0.1; Ba/F3 V617F tox: -2; TRPML3 agonist: -0.5; S1P4 antag: -9; S1P4 agonist: 0.5; EP2 modulator: 0; m-calpain inh: 5; zfTRPN1 agonist: -0.4
